# IDE cell inh: human IDE inhibitors in live cells, primary screen, fluorescence polarization, HEK cells, FAbetaB substrate | actives 0.41% (n = 320,000) | Insulin-degrading enzyme (Homo sapiens), P14735 | inhibition, % at 5.59 µM | FAbetaB cleavage | AID 434962, 2010;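 active = percent inhibition above the average of all tested compounds plus 3 SD, set per screening campaign, cut at about 16% in these data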;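 also: IDE supplied by intact live HEK cells; FP after avidin binding of uncleaved biotin substrate so inhibition keeps polarization high; 0% = DMSO wells and 100% = 60 µM reference IDE inhibitor Ii1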
# Target sequence (P14735 whole entry, looked up): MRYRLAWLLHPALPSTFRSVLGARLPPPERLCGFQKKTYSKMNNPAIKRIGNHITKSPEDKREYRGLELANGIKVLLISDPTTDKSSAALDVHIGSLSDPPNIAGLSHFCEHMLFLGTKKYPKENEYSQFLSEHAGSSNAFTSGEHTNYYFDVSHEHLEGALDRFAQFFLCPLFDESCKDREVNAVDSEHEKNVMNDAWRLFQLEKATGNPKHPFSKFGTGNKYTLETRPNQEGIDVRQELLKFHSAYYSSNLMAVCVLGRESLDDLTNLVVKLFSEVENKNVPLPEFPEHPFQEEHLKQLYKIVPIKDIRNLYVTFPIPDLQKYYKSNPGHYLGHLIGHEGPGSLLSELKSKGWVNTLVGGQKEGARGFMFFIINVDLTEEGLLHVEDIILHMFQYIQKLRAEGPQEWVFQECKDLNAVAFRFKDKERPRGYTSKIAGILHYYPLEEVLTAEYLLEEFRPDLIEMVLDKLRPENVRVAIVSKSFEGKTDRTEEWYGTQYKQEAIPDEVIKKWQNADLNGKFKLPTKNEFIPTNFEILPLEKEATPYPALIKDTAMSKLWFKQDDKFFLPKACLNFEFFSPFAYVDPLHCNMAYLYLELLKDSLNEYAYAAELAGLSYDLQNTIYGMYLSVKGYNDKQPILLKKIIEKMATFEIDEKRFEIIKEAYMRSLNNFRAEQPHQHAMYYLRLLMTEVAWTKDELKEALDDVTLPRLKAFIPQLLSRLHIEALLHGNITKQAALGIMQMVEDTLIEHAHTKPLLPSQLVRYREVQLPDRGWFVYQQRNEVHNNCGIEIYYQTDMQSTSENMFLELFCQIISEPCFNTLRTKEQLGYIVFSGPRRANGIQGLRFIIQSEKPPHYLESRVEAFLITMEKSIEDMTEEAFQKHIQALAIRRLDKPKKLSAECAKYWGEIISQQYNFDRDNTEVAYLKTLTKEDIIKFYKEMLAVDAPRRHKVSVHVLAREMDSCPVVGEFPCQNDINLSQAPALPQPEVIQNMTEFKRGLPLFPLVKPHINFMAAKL
# M5 antag: human M5 muscarinic receptor antagonists, primary screen, CHO cells, Fluo-8 calcium fluorescence | CHO-hM5 cells, ACh EC80 | actives 0.59% (n = 360,000) | Muscarinic acetylcholine receptor M5 (Homo sapiens), P08912 | inhibition, % at 3 µM;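 active = inhibition above a per-plate cutoff, the mean of that plate's test compounds plus 3 SD, cut at about 27% in these data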;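 also: 0% = acetylcholine EC80 with DMSO and 100% = DMSO without agonist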
# CHRM4 antagonist: human M4 muscarinic receptor antagonists, primary screen, CHO cells, Fluo-8 calcium fluorescence; Muscarinic acetylcholine receptor M4 (Homo sapiens), P08173; CHO-hM4 cells, ACh EC80; inhibition, % at 3 µM; actives 0.73% (n = 360,000); AID 624125, 2012;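 active = inhibition above its plate's cutoff, the mean inhibition of sample wells plus 3 SD, cut at about 27% in these data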;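 also: 0% = acetylcholine EC80 with DMSO and 100% = DMSO without agonist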
# CHRM4 PAM: human M4 muscarinic receptor positive allosteric modulators, primary screen, CHO-K1 cells, Fluo-8 calcium fluorescence; Muscarinic acetylcholine receptor M4 (Homo sapiens), P08173; CHO-K1 hM4/Gqi5, ACh EC20; 0% = ACh EC20, 100% = maximal ACh; activation, % at 3 µM; actives 0.4% (n = 360,000); AID 624126, 2012;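 active = activation above its plate's cutoff, the mean activation of sample wells plus 3 SD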; also: some results filed as inactive read as strong as hits
# CRFR2-BP ag: agonists of CRF-BP/CRF-R2 complex, primary screen, cell-based, HEK293, calcium dye fluorescence, uHTS | activation, % at 13.2 µM | calcium dye fluorescence (FLIPR); percent of saturating CRF peptide response | actives 0.46% (n = 350,000) | CRF-binding protein / CRF receptor 2 complex (human);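 active = activation of at least 50%, plus an integration ratio under a set limit after plate pattern correction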;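 also: plate controls were neutral control wells without compound for no effect and CRF at EC100 for full effect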
# M5 PAM: human M5 muscarinic receptor positive allosteric modulators, primary screen, CHO-K1 cells, Fluo-8 calcium fluorescence. Muscarinic acetylcholine receptor M5 (Homo sapiens), P08912. CHO-K1 hM5, ACh EC20 PAM; 0% = ACh EC20, 100% = ACh EC100. activation, % at 3 µM. actives 0.3% (n = 360,000). AID 624038, 2012;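 active = activation above the run cutoff, the mean activation of all test compounds plus 3 SD, cut at about 18% in these data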
#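 System – CHO-K1 hM5 cells · Compound – 3 µM, single dose · Incubation – compound preincubation 140 s before EC20 acetylcholine addition · Technique – Fluo-8 calcium fluorescence · Measure – Max/basal fluorescence ratio as % of EC20–EC100 ACh window · Benchmarks – low control EC20 acetylcholine (0%), high control EC100 acetylcholine (100%) · Replication – singlicate, one well per test compound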
# M4 ag: human M4 muscarinic receptor agonists, primary screen, CHO-K1 cells, Fluo-8 calcium fluorescence; Muscarinic acetylcholine receptor M4 (Homo sapiens), P08173; CHO-K1 hM4/Gqi5; vehicle 0%, full acetylcholine response 100%; activation, % at 3 µM; actives 0.14% (n = 360,000);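 active = activation above the run mean over all test wells plus 3 SD, cut at about 32% in these data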;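 also: peak over basal fluorescence ratio per well then scaled between controls; 0% = DMSO wells and 100% = acetylcholine at EC100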
# CRFR2-BP antag: antagonists of CRF-BP/CRF-R2 complex, primary screen, cell-based, HEK293, calcium dye fluorescence, uHTS; CRF-induced calcium fluorescence; inhibition, % at 11.8 µM; actives 0.59% (n = 350,000); AID 588475, 2011;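 active = inhibition of the ligand-induced calcium signal above about 50% at the single tested concentration, limit read from the data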
# CHRM5 agonist: human M5 muscarinic receptor agonists, primary screen, CHO-K1 cells, Fluo-8 calcium fluorescence; Muscarinic acetylcholine receptor M5 (Homo sapiens), P08912; CHO-K1 hM5 cells; 0% DMSO wells, 100% maximal acetylcholine response; activation, % at 3 µM; actives 0.19% (n = 360,000); AID 624037, 2012;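 active = activation above the run's mean over test compounds plus 3 SD, cut at about 23% in these data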;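 also: signal is peak over basal fluorescence ratio across the kinetic read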
# An asterisk follows results filed as active; / = no result given; & = joins results of further samples.
SMILES,IDE cell inh,M5 antag,CHRM4 antagonist,CHRM4 PAM,CRFR2-BP ag,M5 PAM,M4 ag,CRFR2-BP antag,CHRM5 agonist
O=C(CC[C@H]1O[C@@H](n2ccc(=O)[nH]c2=O)[C@H](O)[C@@H]1O)N[C@H](Cc1ccccc1)C(=O)NCc1cccs1,/,1,1,0,/,0,0,/,-1
CCOC(=O)Nc1ccc2c(c1)Nc1ccccc1S2,7,0,4,-1,0.1,5,1,9,-1
C=CCN(CC=C)C(=O)CCc1nnc(CCc2c[nH]c3ccccc23)o1,-1,-2,2,4,-0.9,-2,2,17,1
Cc1ccc(NS(=O)(=O)c2cccc(C(=O)N/N=C/c3c(C)nn(-c4ccccc4)c3N3CCCC3)c2)c(C)c1,4,14,-11,2,-1.6,-9,0,46,-3
COC(=O)c1cc(NC(=O)C2C3C=CC(C3)C2C(=O)O)cc(C(=O)OC)c1 (stereo unspecified),2,1,11,-1,-1.1,-5,2,-8,2
O=C(Nc1ccsc1C(=O)NC1CCCCC1)c1ccc(F)cc1,5,-3,2,-3,1.2,5,0,-24,-2
CCN(CC)S(=O)(=O)c1ccc(C(=O)NCCc2cc3c(OC)ccc(OC)c3[nH]c2=O)cc1,3,10,-2,19,-1.1,0,2,6,0
CS(=O)(=O)N1CCN(c2c(Cl)cccc2[N+](=O)[O-])CC1,5,-1,-27,11,-1.7,-2,2,13,-2
CCOc1ccc(/C(O)=C2/C(=O)C(=O)N(CCOCCO)C2c2ccc(F)cc2)cc1 (stereo unspecified),5,-7,2,-1,2.6,6,0,5,-4
C=CCn1nc(-c2ccccc2)c2c(C)onc2c1=O,0,9,-4,6,-1.6,5,0,4,-1
S=c1[nH]c2cc(Cl)ccc2s1,-3,13,-5,3,-1.3,-8,2,18,2
CCCCn1c(N)c(N(CC(C)C)C(=O)C2=COCCO2)c(=O)[nH]c1=O,5,-3,-3,-3,1.8,1,0,-17,3
COc1ccc(Cn2c(CCC(=O)N3CCN(c4ccccn4)CC3)nc3ncccc3c2=O)cc1,/,1,6,-3,-1.5,-4,2,-10,0
CNS(=O)(=O)c1ccc2nc(NC(=O)c3ccc(N4C(=O)CCC4=O)cc3)sc2c1,-2,7,17,-10,0.2,-2,1,-3,-2
CC12CCC(=O)C=C1CCC1C2C(=O)CC2(C)C1CCC2(O)C(=O)CO (stereo unspecified),-1,-2,-12,1,5.9,5,1,8,1
O=C(CCn1cnc2ccccc2c1=O)Nc1cccc(Cl)c1,6,-11,-2,-2,-1.4,-11,4,-1,-5
O=C(CCCC(=O)N(CC(=O)NC1CCCCC1)c1cccc(F)c1)Nc1ccccn1,-1,2,-6,-4,-1.1,3,1,3,-1
COc1ccc(N(CC(=O)N2c3ccccc3CC2C)S(=O)(=O)c2c(C)noc2C)cc1 (stereo unspecified),-3,11,4,-5,2.9,-9,3,-13,-5
COc1cc(C2C(Oc3ccccc3C)C(=O)N2Cc2ccc(F)cc2)cc(OC)c1OC (stereo unspecified),5,-1,6,-6,-0.9,-3,-2,16,-4
CC1CCCCN1C(C(=O)O)c1ccccc1 (stereo unspecified),-4,-11,3,5,-1.4,1,0,65*,-6
Cc1cccc(OCCCC(=O)Nc2ccc(N3CCCCC3)cc2)c1,4,3,5,-7,-0.9,-5,4,9,-3
O=C(Nc1nc(-c2ccccn2)cs1)c1ccc2c(c1)OCCO2,7,1,-3,-7,-2.1,-1,14,0,2
COc1ccc(C=C2NC(=S)NC2=O)cc1,/,19,2,0,-0.9,-6,0,-12,0
C=CCN(c1ccccc1OC)S(=O)(=O)c1cccc(C(=O)NC2=NCCS2)c1,6,10,-13,-2,-4.5,-3,8,15,-1
COc1ccc(CNC(=O)C(c2ccncc2)N(C(=O)Cc2cccs2)c2cccnc2)cc1 (stereo unspecified),0,2,0,-1,0.3,2,3,-10,-2
SMILES,IDE cell inh,M5 antag,CHRM4 antagonist,CHRM4 PAM,CRFR2-BP ag,M5 PAM,M4 ag,CRFR2-BP antag,CHRM5 agonist
CN(C)CCCN(C(=O)c1ccc(S(=O)(=O)N2CCCc3ccccc32)cc1)c1nc2ccc(F)cc2s1,0,2,6,-4,/,6,18,/,-3
Cc1cc(C)c(NC(=O)CS(=O)CC(=O)NCC2CCCO2)c(C)c1 (stereo unspecified),0,2,7,-1,0.3,2,1,2,-2
Cc1cc(=O)oc2cc(OCC(=O)Nc3c(C)n(C)n(-c4ccccc4)c3=O)c(Cl)cc12,/,7,-11,0,-0.1,2,1,15,-1
O=C(Nc1cc(Sc2nc3ccccc3s2)cc([N+](=O)[O-])c1)c1cccc(F)c1F,9,-4,-4,5,-0.8,0,1,-12,1
CSc1nnc(-c2ccccc2Cl)n1N,-1,-6,-2,8,1.8,1,0,-12,-3
CCCCCCN1C[C@H](O)[C@@H](n2cc(COC(=O)c3ccccc3)nn2)C[C@@H]1c1ccccc1,/,3,2,-3,5.4,1,0,4,-1
CCOC(=O)c1sc(NC(=O)CSc2ncn(-c3ccccc3)n2)nc1C,7,0,1,-2,-0.5,-5,1,-3,0
O=[N+]([O-])c1ccc(O)c(CNCc2ccccc2)c1,/,13,2,0,9.1,-14,2,-18,4
Cc1nonc1NC(=O)CSc1ccc(-c2ccccc2)nn1,0,3,2,13,-3.0,-7,1,-8,-2
N#CCCCSc1nnc(CSc2nc3ccccc3s2)n1-c1ccccc1,9,5,12,-12,3.0,-7,12,26,0
C[C@@H](NC(=O)Cn1cnc2c(OCc3ccccc3)ncnc21)c1cccc2ccccc12,0,-4,57*,56*,0.0,3,14,-2,6
O=C(NCc1ccc(F)cc1)C1CCC(CNS(=O)(=O)c2cccs2)CC1 (stereo unspecified),-5,11,-5,-19,-1.5,11,5,-2,1
O=C(CN1C(=O)NC2(CCCCCC2)C1=O)N1CCN(c2ccc(F)cc2)CC1,3,10,6,1,-0.1,-9,2,2,3
COc1ccc2oc(-c3ccccc3)c(C(=O)O)c2c1,7,2,-4,3,-1.4,-5,0,1,-5
CN=C1SC(CC(=O)Nc2cc(Cl)ccc2Cl)C(=O)N1C (stereo unspecified),6,3,5,1,-1.7,-3,0,11,0
Cc1ccc([N+](=O)[O-])cc1NC(=S)NC(=O)CC(C)(C)C,-3,-3,9,-6,-1.5,-2,5,-42,0
CCOC(=O)C1CCN(C(c2cc3ccc(C)cc3[nH]c2=O)c2nnnn2C2CCCCC2)CC1 (stereo unspecified),-1,5,9,-5,1.5,-2,0,39,4
CC(C)(C)NC(=O)C(c1ccc(O)cc1)N(C(=O)Cn1nnc(-c2ccc(F)cc2)n1)c1ccccc1F (stereo unspecified),-4,7,-8,-3,4.3,-4,2,13,-2
O=C(CSc1nc(O)c(Cc2ccccc2)c(=O)[nH]1)Nc1ccccc1,2,1,-1,13,3.2,2,0,2,0
O=C(NCCOc1ccccc1Cl)C(=O)NCCOc1ccccc1Cl,-3,21,-6,0,0.7,-10,10,-3,-1
Brc1ccc(N=C(c2ccccc2)c2ccncc2)cc1,1,-2,16,2,2.4,0,2,-12,0
C/C(N)=C(/C#N)C(=O)CSc1n[nH]c(-c2ccccc2Br)n1,-1,16&5,-13&1,6&-3,-0.2&-3.0,5&-7,2&1,10&6,-1&1
O=C(Nc1ccccc1[N+](=O)[O-])C1COc2ccccc2O1 (stereo unspecified),0,13,1,-15,-0.7,-10,1,2,-13
O=S(=O)(c1ccccc1C(F)(F)F)N1C=CC(C(F)(F)F)=NCC1,/,-9,-13,-3,-2.1,4,1,-20,2
O=C(N1CCCC1)n1c(Cc2ccccc2)nc2ccccc21,-1,-1,-4,-7,-1.2,-24,11,-4,-2

# Profiles as entered above. Screens in order: IDE cell inh, M5 antag, CHRM4 antagonist, CHRM4 PAM, CRFR2-BP ag, M5 PAM, M4 ag, CRFR2-BP antag, CHRM5 agonist
# Results for O=C(Nc1ccccc1[N+](=O)[O-])C1COc2ccccc2O1 (stereo unspecified) : 0, 13, 1, -15, -0.7, -10, 1, 2, -13
# Results for Cc1nonc1NC(=O)CSc1ccc(-c2ccccc2)nn1 : 0, 3, 2, 13, -3.0, -7, 1, -8, -2
# Results for CSc1nnc(-c2ccccc2Cl)n1N : -1, -6, -2, 8, 1.8, 1, 0, -12, -3

# Further structures
SMILES,IDE cell inh,M5 antag,CHRM4 antagonist,CHRM4 PAM,CRFR2-BP ag,M5 PAM,M4 ag,CRFR2-BP antag,CHRM5 agonist
CCN(CC)CCN1C(=O)C(=O)/C(=C(/O)c2ccc(OC(C)C)cc2)C1c1cccs1 (stereo unspecified),-1,22,19,-12,-0.2,-17,23,8,0
Cn1nnc(NC(=S)NC(=O)/C=C/c2ccco2)n1,0,1,-9,6,1.0,-4,1,-8,-6
O=C(NCc1nnc2c3ccccc3c(-c3ccccc3)nn12)c1ccccc1Cl,3,7,4,4,0.0,-10,0,0,0
CC(C)(C)C(=O)Cn1c(=O)n(CC2CCCO2)c(=O)c2ccccc21 (stereo unspecified),-3,0,18,-15,-0.1,-3,0,-11,0
CC(=O)Cc1nsc(NC(=O)c2ccc(-c3cc(Cl)ccc3Cl)o2)n1,1,5,1,-1,3.8,2,1,-8,-2
Cc1ccc(C(=O)N/C(=C/c2ccc(Cl)cc2)C(=O)NCC2CCCO2)cc1 (stereo unspecified),-1,6,1,-4,-1.3,-4,2,-4,0
CNC(=O)COC(=O)c1ccc(OCC(=O)Nc2ccccc2OC)c(OC)c1,-1,-5,-3,-3,-2.0,5,2,17,2
CC(=O)NCc1cccc(CNC(C)=O)n1,3,-1,21,-2,-0.7,0,0,1,0
CCSc1nsc(NC(=O)Nc2cccc(C(C)=O)c2)n1,4,23,20,-12,25,-26,22,33,11
COc1cccc(CN(C)C(=O)c2ccc(OCC(=O)Nc3cccc(C(F)(F)F)c3)c(OC)c2)c1,-1,29*,19,-12,3.8,-29,21,0,4
Cc1ccc(C)c(NC(=O)CN(C)C(=O)CCN2C(=O)c3ccccc3C2=O)c1,-2,10,3,22,-2.3,4,0,3,-2
c1ccc(-c2nnc(CN3CCCCC3)o2)cc1,3,11,2,0,0.1,-5,1,-1,-2
Cc1cc(=O)oc2cc(NC(=O)c3cccc(F)c3)ccc12,-8,5,-6,6,-0.2,-1,0,-11,-2
COc1ccc(/C=N/NC(=O)c2ccc(O)cc2)cc1CN1CCCc2ccccc21,-1,-1,9,-6,0.3,3,0,12,-2
O=S(=O)(c1ccccc1)N1CCc2ccccc2C1,2,-4,4,-5,0.6,-4,0,9,-5
Cc1cc(C)cc(NC(=O)C(Sc2ncnc3ccccc23)c2ccccc2)c1 (stereo unspecified),-7,3,2,4,5.8,0,-1,-43,-3
O=c1c2nncn2c2cccnc2n1CCNc1ncc(C(F)(F)F)cc1Cl,5,12,0,7,0.4,-9,1,2,-4
